# CHO parental Ca = ATP-evoked calcium signal inhibitors, parental CHO, primary screen, counter-screen for OX1R antagonist project, cell-based, fluorescence, Fluo-8 calcium dye. parental CHO-K1, ATP-induced calcium, Fluo-8 fluorescence. inhibition, % at 5.6 µM. AID 463079, 2010. hit rate 0.63% among 330,000;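 active = inhibition above that plate's mean sample inhibition plus 3 SD, cut at about 26% in these data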;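 also: 0% = ATP-challenged DMSO wells and 100% = DMSO wells without ATP; some compounds past the cut are filed as inactive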
#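 Material – parental CHO cells · Reagent – ATP stimulus · Compound – single nominal dose of 5.6 µM per compound · Detection – Fluo-8 fluorescence · Read-out basis – percent inhibition of calcium signal · Controls – ATP-challenged DMSO wells low, unchallenged DMSO wells high · Repeats – no replicates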
# GPR7 antagonist = GPR7 receptor antagonists, primary screen, cell-based, fluorescence, single concentration; AID 1861, 2009; inhibition, % at 4.4 µM; Neuropeptides B/W receptor type 1 (Homo sapiens), P48145; GPR7-expressing cells, fluorescence antagonist assay; hit rate 1.1% among 290,000; in the data active = inhibition above about 16%, passing the limit was not always enough;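 also: cells stimulated with the agonist NPW; 0% = agonist with vehicle and 100% = vehicle without agonist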
# Target sequence (P48145 whole entry, looked up): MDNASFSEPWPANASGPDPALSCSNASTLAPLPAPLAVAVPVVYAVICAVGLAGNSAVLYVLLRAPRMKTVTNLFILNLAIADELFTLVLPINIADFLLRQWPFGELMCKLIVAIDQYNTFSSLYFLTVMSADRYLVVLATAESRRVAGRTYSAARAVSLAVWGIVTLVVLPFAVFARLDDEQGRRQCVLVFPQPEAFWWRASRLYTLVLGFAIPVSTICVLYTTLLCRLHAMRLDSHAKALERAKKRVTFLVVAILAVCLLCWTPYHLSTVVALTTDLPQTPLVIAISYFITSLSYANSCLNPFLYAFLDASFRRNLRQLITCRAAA
# CHO-K1 Ca ag = counter-screen for M1 agonists: effect in parental CHO-K1 cells; Fluo-8 calcium fluorescence; scaled to maximal ATP response, vehicle zero; activation, % at 3 µM; hit rate 0.48% among 360,000; in the data active = activation above about 15%;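 also: untransfected CHO-K1 host cells lacking M1 receptor as counterscreen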
# V1aR counter = agonists of human V1a receptor, primary screen, counter-screen for OXTR agonist project, fluorescence, CHO-V1R cells | hit rate 0.25% among 320,000 | Fluo-8 calcium fluorescence, agonist mode; 0% DMSO, 100% 3 nM vasopressin | activation, % at 3 µM;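 active = activation above the mean activation of all tested compounds plus 3 SD, per screening run, cut at about 20% in these data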;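 also: signal is peak over basal fluorescence ratio across a 100 second FLIPR read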
# Target sequence (P37288 whole entry, looked up): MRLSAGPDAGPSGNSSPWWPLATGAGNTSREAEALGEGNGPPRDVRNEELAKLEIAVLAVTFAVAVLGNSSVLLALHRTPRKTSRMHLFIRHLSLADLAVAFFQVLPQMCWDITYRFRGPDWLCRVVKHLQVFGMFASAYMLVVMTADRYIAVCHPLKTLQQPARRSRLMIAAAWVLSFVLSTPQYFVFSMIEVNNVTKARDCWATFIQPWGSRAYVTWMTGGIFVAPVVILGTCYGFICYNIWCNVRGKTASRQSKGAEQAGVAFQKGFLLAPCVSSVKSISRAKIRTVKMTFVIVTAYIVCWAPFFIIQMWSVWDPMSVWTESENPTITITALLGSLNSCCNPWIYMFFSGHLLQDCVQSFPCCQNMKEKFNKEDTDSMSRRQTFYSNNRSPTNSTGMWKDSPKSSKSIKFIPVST
# OXTR potentiate = human OXTR potentiators, primary screen, fluorescence, CHO-OTR cells, Fluo-8 calcium; Fluo-8 calcium fluorescence, potentiator mode; 0% = oxytocin EC15, 100% = EC100; activation, % at 3 µM; hit rate 0.061% among 320,000;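 active = activation above that plate's cutoff, the mean activation of tested compounds plus 3 SD, cut at about 6.6% in these data, passing the limit was not always enough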;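 also: 100% uses oxytocin at 75 nM as the full agonist control; some results filed as inactive read as strong as hits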
#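 System: human OTR in CHO cells / Also added: sub-maximal oxytocin, roughly EC15 / Control set: EC15 oxytocin low, 75 nM oxytocin high / Schedule: 6 min compound pre-incubation at room temperature, 100 s kinetic read / Compound: single-point 3.0 µM / Replication: singlicate / Technique: Fluo-8 calcium dye fluorescence / Read-out basis: % activation of max/min ratio relative to oxytocin controls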
# M1 PAM parental = nonselective calcium activators in parental CHO-K1 cells, primary screen, counter-screen for M1 PAM project, cell-based, Fluo-8 calcium fluorescence, full deck, 1536-well; AID 602247, 2012; activation, % at 3 µM; ATP EC20; 0% at ATP EC20, 100% at ATP max; hit rate 0.02% among 360,000;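 active = activation above the run cutoff, the mean activation of all test compounds plus 3 SD, cut at about 40% in these data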;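 also: peak over basal fluorescence ratio in a 140 s read after ATP addition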
# TAAR1 antag = human TAAR1 antagonists, primary screen, Fluo-8 calcium fluorescence, CHO RD-HGA16 cells; Trace amine-associated receptor 1 (Homo sapiens), Q96RJ0; antagonist; inhibition, % at 3 µM; hit rate 1.5% among 360,000; AID 624466, 2012;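 active = inhibition above a per-plate cutoff, the mean inhibition of test compounds on that plate plus 3 SD, cut at about 49% in these data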;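 also: 0% = DMSO plus EC80 beta-PEA response and 100% = DMSO alone without agonist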
# Target sequence (Q96RJ0 whole entry, looked up): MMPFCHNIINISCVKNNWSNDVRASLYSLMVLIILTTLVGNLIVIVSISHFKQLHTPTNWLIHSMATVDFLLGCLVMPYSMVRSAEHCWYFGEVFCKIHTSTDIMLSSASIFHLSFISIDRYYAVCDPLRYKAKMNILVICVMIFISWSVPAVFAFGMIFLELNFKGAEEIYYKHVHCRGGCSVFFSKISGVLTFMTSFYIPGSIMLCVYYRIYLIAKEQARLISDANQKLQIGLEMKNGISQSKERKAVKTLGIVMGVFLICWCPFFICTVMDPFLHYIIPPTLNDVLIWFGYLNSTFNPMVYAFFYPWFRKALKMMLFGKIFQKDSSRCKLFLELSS
#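 Material: CHO RD-HGA16 cells bearing hTAAR1; compound dosing: one-point dosing, 3 µM nominal final; schedule: dye loading 75 min at 37 °C, then 30 min room temperature; measured by: calcium fluorescence with Fluo-8; control set: vehicle and agonist controls; replication: n of 1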
# OXTR agonist = human OXTR agonists, primary screen, fluorescence, CHO-OTR cells, Fluo-8 calcium; Oxytocin receptor (Homo sapiens), P30559; Fluo-8 calcium fluorescence; normalized: DMSO 0%, oxytocin 100%; activation, % at 3 µM; hit rate 0.32% among 320,000; AID 2435, 2010;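 active = activation above the mean of all tested compounds plus 3 SD, cutoff set per screening run, cut at about 20% in these data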;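 also: peak over basal fluorescence ratio from a 100 s FLIPR kinetic read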
# CHO-K1 Ca antag = counter-screen for M1 antagonists: effect in parental CHO-K1 cells; hit rate 0.6% among 360,000; ATP-induced calcium, Fluo-8 fluorescence; inhibition, % at 3 µM;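 active = inhibition above a per-plate cutoff, the plate's mean sample inhibition plus 3 SD, cut at about 24% in these data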;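 also: 0% = DMSO plus EC80 ATP and 100% = DMSO alone without ATP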
# * = called active by the depositor; · = not tested or not shown.
molecule	CHO parental Ca	GPR7 antagonist	CHO-K1 Ca ag	V1aR counter	OXTR potentiate	M1 PAM parental	TAAR1 antag	OXTR agonist	CHO-K1 Ca antag
COc1ccc(-n2c(C)cc(C(=O)CSc3nn4c(=O)c(C(C)(C)C)nnc4s3)c2C)cc1	-0.1	7.4	-0.1	-0.6	-5.8	6.7	4.4	-0.7	-5.0
CC(N)c1csc(Nc2nncc3ccccc23)n1 (stereo not drawn)	·	·	3.2	·	·	11.4	-31.6	·	-0.2
NC(=O)CSc1nnc(-c2cccc(S(=O)(=O)N3CCCCC3)c2)o1	-10.3	-11.2	0.4	0.2	-13.5	-0.1	-36.4	0.8	-15.8
CC1CC(C)CN(C(=O)CSc2nnc(-c3ccc(Cl)s3)o2)C1 (stereo not drawn)	-13.3	4.5	0.7	-1.1	-5.8	11.1	-0.6	-1.9	1.0
Cc1ccccc1-c1nc(CN2CCSCC2)c(C)o1	-10.6	-2.4	-0.2	-0.5	1.6	7.7	17.6	-2.0	-13.1
CC(C)Oc1ccc(C(=O)CCN2CCOCC2)cc1	-12.6	·	1.3	0.7	-11.6	6.6	-8.0	1.0	-0.1
CC(=O)NC1=NC(=O)/C(=C/N2CCCCC2)S1	-9.2	-5.5	1.0	1.4	-6.3	16.4	8.4	0.6	-10.4
CC(C)C[C@@H](CN1CCCC1CN1C(=S)NC[C@@H]1Cc1ccccc1)N1C[C@H](Cc2ccccc2)N(CC2CCCCC2)C1=S (stereo partly drawn)	·	·	0.5	·	·	18.7	-8.7	·	-22.0
CCCCOC(=O)c1ccc(NC(c2ccc(C)cc2)P(=O)(OC)OC)cc1 (stereo not drawn)	-17.8	3.6	1.6	3.7	-3.3	22.8	-16.2	3.6	-7.0
CN(C)c1cccc(NC2=CC(=[N+]3CCOCC3)CC(C)(C)C2)c1	-12.8	0.4	-0.2	-0.2	-11.1	-13.4	-4.8	0.2	-9.0
CC1CCN(c2nc3ccc(C(=O)N4CCN(Cc5ccc6c(c5)OCO6)CC4)cc3s2)CC1	-14.8	-4.1	-0.4	1.2	-4.8	3.1	-6.7	0.2	9.2
Nc1ccccc1SCC(=O)Nc1nc(-c2ccccc2)cs1	0.2	11.2	1.6	1.7	-6.1	7.5	12.6	-1.1	-11.9
CN(C(=O)COc1ccc2c(-c3ccccc3)cc(=O)oc2c1)C1CCS(=O)(=O)C1 (stereo not drawn)	-9.0	-9.6	0.4	1.3	-2.9	0.6	-9.4	-1.3	-3.0
CC1=NC(=O)C(N=Nc2ccccc2C(=O)O)N1c1ccccc1 (stereo not drawn)	·	-3.8	-1.2	·	·	-5.7	-25.8	·	-0.5
C/C(N)=C(/C#N)C(=O)COC(=O)CSc1ccccc1	-1.8	-6.8	6.4	5.5	-16.8	9.6	-13.8	6.7	-6.1

# More results
molecule	CHO parental Ca	GPR7 antagonist	CHO-K1 Ca ag	V1aR counter	OXTR potentiate	M1 PAM parental	TAAR1 antag	OXTR agonist	CHO-K1 Ca antag
CC1=NNC(=O)C1CCC(=O)N/N=C\c1ccccc1[N+](=O)[O-] (stereo not drawn)	-0.4	-6.2	0.1	0.9	-1.4	-2.6	-2.3	-0.3	-17.8
CCOc1ccc(C(=O)OCC(=O)NCc2ccccc2)cc1OCC	-12.1	·	-0.2	0.1	-7.5	-19.4	-4.2	-2.0	15.7
Cc1ccc(C(=O)N2CCOCC2)cc1[N+](=O)[O-]	-1.7	-10.3	-0.5	1.2	0.9	-4.6	-12.0	0.0	6.2
CCN(CC)C(=O)c1sc2nc(-c3ccncc3)[nH]c(=O)c2c1C	-9.1	0.9	0.5	-0.1	-1.2	8.7	-1.9	-0.7	-5.2
O=[N+]([O-])c1cc([N+](=O)[O-])c2cccnc2c1Oc1ccccc1O	-1.3	-6.9	0.2	0.5	-0.8	11.7	-4.3	0.6	-2.7
O=C(NCCN1CCOCC1)C1CCC(CNS(=O)(=O)c2ccccc2)CC1 (stereo not drawn)	-7.7	1.2	-0.1	-1.1	-5.8	0.5	-19.6	-1.3	-4.9
COC(=O)c1sc(N2C(=O)c3oc4ccccc4c(=O)c3C2c2cccs2)nc1C (stereo not drawn)	·	-6.4	-0.1	·	·	12.8	-4.0	·	12.2
CCn1c(Cc2ccccc2)nnc1SCC(=O)Nc1nccs1	-15.1	2.7	1.3	0.5	0.5	6.8	-16.1	0.4	-3.0
CCOCCCNc1ncc2c(n1)CC(c1ccc(C)cc1)CC2=O (stereo not drawn)	-9.9	13.9	0.6	0.0	-6.1	26.1	-9.2	-0.8	-9.2
CCCCC(=O)N1CCN(c2nc3ccc(OCC)cc3s2)CC1	-2.8	-5.8	5.8	7.2	-8.2	-10.3	4.5	7.9	-5.3
CC(C)n1c(NCc2ccccc2O)nc2ccccc21	-7.1	-17.6	23.2*	0.6	-13.2	16.9	4.5	-0.6	1.3
CCn1nc(C(=O)NCC(c2cccs2)N2CCOCC2)c2ccccc2c1=O (stereo not drawn)	-15.7	3.8	1.5	-0.7	-5.8	-7.3	0.8	-0.1	5.8
Cc1cc(C)nc(N/N=C/c2cccc([N+](=O)[O-])c2)n1	11.4	2.2	1.2	0.9	-3.0	7.5	11.3	-0.2	-9.6
CC(=O)C1=CCC(c2ccc(C)cc2)N(S(=O)(=O)c2ccc(C)cc2)C1 (stereo not drawn)	·	·	2.1	·	·	3.2	-14.0	·	2.0
CCN(CC(=O)Nc1ccccc1C(F)(F)F)C(=O)c1oc2ccc(OC)cc2c1C	-7.2	·	3.0	-0.7	1.5	-6.4	9.5	-2.2	3.7

# New compounds follow
molecule	CHO parental Ca	GPR7 antagonist	CHO-K1 Ca ag	V1aR counter	OXTR potentiate	M1 PAM parental	TAAR1 antag	OXTR agonist	CHO-K1 Ca antag
COCCN(CCOC)C(=O)COC(=O)c1ccc(Cl)c(S(=O)(=O)N(C)c2ccccc2)c1	-23.1	-13.3	1.4	1.1	-0.2	18.8	12.2	-0.1	1.2
O=C(NCC1CCCO1)c1csc2c1CCCC2 (stereo not drawn)	3.7	3.1	0.4	-0.8	-3.0	20.6	1.9	-0.1	-29.0
COc1ccc2cc(CCNC(=O)c3cccc([N+](=O)[O-])c3)c(=O)[nH]c2c1	-11.7	-8.4	4.4	2.1	-3.4	-6.1	17.8	0.2	5.8
Cc1ccccc1NS(=O)(=O)c1nnc(NC(=O)c2ccccc2C)s1	-1.7	5.0	1.7	3.2	-4.5	19.8	-14.4	4.0	-4.6
CCCCC(=O)NC(=S)Nc1c(C)cc(Br)cc1C	-0.5	-13.3	0.6	-0.7	-4.2	-10.0	9.5	-2.0	4.7
COc1cnc(-c2ccccn2)nc1Sc1ccc(F)cc1	-25.0	-0.4	1.0	0.8	0.3	0.1	-11.4	1.6	-4.0
CC1CCCN(S(=O)(=O)c2ccc(S(=O)(=O)N3CCCN(Cc4ccccc4)C3)cc2)C1 (stereo not drawn)	·	·	0.3	·	·	14.5	4.0	·	-2.8
COc1ccc(C2=NOC(Cn3c(Cc4ccc(Cl)cc4)nc4c3c(=O)n(C)c(=O)n4C)C2)cc1 (stereo not drawn)	-8.7	-6.2	0.4	-0.6	-14.7	-7.0	40.1	-1.9	3.9
COc1ccccc1CCN1CCCC(CN(C)Cc2ccc(OCCO)cc2)C1 (stereo not drawn)	-19.1	4.3	0.1	0.0	7.5	8.5	-5.6	0.0	15.7
CCCCNc1nnc(SCC(=O)c2c(N)n(CCC)c(=O)[nH]c2=O)s1	-5.0	·	0.0	0.1	-3.8	-20.7	-10.3	0.3	-0.4
Cc1cc(C)cc(-n2ncc3c2CCCC3NC(=O)c2csnn2)c1 (stereo not drawn)	-21.7	-7.5	0.4	2.0	0.4	-7.7	-26.2	-1.1	4.2
Cc1cc(N2CCCC2=O)ccc1S(=O)(=O)N1CCOCC1	5.1	6.4	3.6	1.1	-3.1	19.3	-0.5	2.9	-12.3
C=CCNC(=O)/C(C#N)=C/c1c(C)nn(-c2ccccc2)c1Cl	-6.6	-6.7	0.7	0.6	-0.8	-10.8	13.6	-1.5	16.6
O=C1N2CCCc3cccc(c32)C12Nc1ccccc1S2 (stereo not drawn)	·	7.0	-0.5	·	·	-9.0	-8.8	·	2.0
CN(C)CCNC(=O)C1(C)Cc2c(-c3cccc(C(F)(F)F)c3)ccnc2O1 (stereo not drawn)	·	·	0.7	·	·	21.6	18.9	·	-8.3

# Brought forward from above: five compounds, then new ones.
molecule	CHO parental Ca	GPR7 antagonist	CHO-K1 Ca ag	V1aR counter	OXTR potentiate	M1 PAM parental	TAAR1 antag	OXTR agonist	CHO-K1 Ca antag
Cc1cc(C)cc(-n2ncc3c2CCCC3NC(=O)c2csnn2)c1 (stereo not drawn)	-21.7	-7.5	0.4	2.0	0.4	-7.7	-26.2	-1.1	4.2
Cc1cc(N2CCCC2=O)ccc1S(=O)(=O)N1CCOCC1	5.1	6.4	3.6	1.1	-3.1	19.3	-0.5	2.9	-12.3
C=CCNC(=O)/C(C#N)=C/c1c(C)nn(-c2ccccc2)c1Cl	-6.6	-6.7	0.7	0.6	-0.8	-10.8	13.6	-1.5	16.6
O=C1N2CCCc3cccc(c32)C12Nc1ccccc1S2 (stereo not drawn)	·	7.0	-0.5	·	·	-9.0	-8.8	·	2.0
CN(C)CCNC(=O)C1(C)Cc2c(-c3cccc(C(F)(F)F)c3)ccnc2O1 (stereo not drawn)	·	·	0.7	·	·	21.6	18.9	·	-8.3
O=C1CCC(C(=O)OCc2c(Cl)cccc2Cl)N1 (stereo not drawn)	-7.0	-7.2	0.5	2.1	1.8	12.4	-8.8	1.7	-7.8
COc1cc(CN2CCNC(=O)C2CC(=O)NCc2csc(C(C)C)n2)cc(OC)c1 (stereo not drawn)	-5.4	-7.9	0.6	-0.3	-3.0	10.1	-21.2	0.1	-11.6
CC1(c2ccccc2Cl)NC(=O)N(CC(=O)N2c3ccccc3NC(=O)C2(C)C)C1=O (stereo not drawn)	-16.0	·	0.5	0.4	-2.6	-19.0	7.5	1.1	-7.0
Cc1ccc(NC(=O)N2CCOCC2)c(C)c1	-8.9	2.0	0.3	0.6	-3.9	5.3	-2.5	0.1	-0.9
CC(C)n1cc(C#N)c(N)n1	·	·	2.1	·	·	9.2	-2.0	·	-13.7
CCCC1CCC(C(=O)n2nc(N)c3cc4ccc(OC)cc4nc32)CC1 (stereo not drawn)	-6.7	-2.5	0.3	0.9	0.8	24.2	4.6	1.2	-4.9

# Screens from PubChem BioAssay.
